# Compound activity: PubChem, National Center for Advancing Translational Sciences (NCATS)
# Imprint erasure: induces erasure of genomic imprints in mouse ES cells | mouse ES Peg3-LacZ reporter, beta-gal luminescence, 40 h | 110,000 compounds, 0.02% hits | Potency, µM (doses to about 60.7 µM), for the others: at the highest dose activity change, positive = activation, most hits filed as activators | AID 1948;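 also: 0% = negative control wells on the plate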
#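 Imprint erasure is scored as LacZ activity from the silenced maternal Peg3 allele in feeder-free female ES cells cultured 40 h with LIF. Luminescence is normalized to in-plate negative controls and fitted to the Hill equation.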
# p53ts 32C tox: p53ts cell cytotoxicity, permissive temperature; H1299-p53A138V at 32C, ATP luminescence viability, 24 h; Potency, µM (top dose mostly 46.1 µM), inactives show at the top dose activity change, negative = cytotoxicity, usual class: cytotoxic; 130,000 compounds, 0.93% hits;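 also: 0% = DMSO and -100% = full killing by reference compound; nearly all actives have a fitted effect of over 55% in size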
#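 Viability by ATPlite luminescence after 24 h compound treatment (up to 46 uM) at the permissive 32C. Cells are H1299 carrying p53 A138V. Scale runs from DMSO basal to 100 uM tamoxifen as full kill; AC50 from Hill fits.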
# p53ts 39C tox: p53ts cell cytotoxicity, nonpermissive temperature; H1299-p53A138V viability at 39C, ATP luminescence, 24 h; Potency, µM (top dose mostly 46.1 µM), without a hit: at the top dose activity change, negative = cell killing, most hits filed as cytotoxic; 130,000 compounds, 1.5% hits; AID 902; also: nearly all actives have a fitted effect of over 55% in size
# IkB sig inh: suppresses IkB signaling in ABC-DLBCL reporter cells. ABC-DLBCL IkBa-CBG/CBR dual luciferase ratio, 4 h; response scale: scaled: untreated 0%, proteasome inhibitor 100%. Potency, µM (series often up to 57.1 µM), inactives show top-dose IkBa stabilization activation. 110,000 compounds, 0.04% hits; active = well fitted curve in the direction sought with a large enough effect in the signal ratio, not every such curve was filed as active; inconclusive = small, poorly fitted or top-dose-only effect, or a change in a side signal; the % refers to the signal ratio;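 also: the direction sought is a rising ratio; 0% = basal untreated cells and 100% = reference inhibitor full response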
#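 Luminescence ratio of IκBα-fused green versus native red beetle luciferase in OCI-Ly3 cells, 4 h post-doxycycline with compound; red signal alone, scaled from basal (0%) to zero light (-100%), flagged nonspecific or cytotoxic effects.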
# Numbers without * were called inactive; ? = inconclusive; nt = not tested or not shown; [ ] = dose if it differs, or a comment. Unless noted, calls follow the shape of the dose curve; as a rule, active = well fitted curve in the direction sought with a large enough effect; inconclusive = small, poorly fitted or top-dose-only effect, or another doubt; inactive = no such curve, though single readings can be large; an effect the other way counts as inactive or inconclusive. Unless noted, % is scaled to controls: 0 for no effect and ±100 for the full control effect; potency is read from the fitted curve at half-maximal effect.
Structure,p53ts 39C tox,Imprint erasure,IkB sig inh,p53ts 32C tox
COCCCNC(=O)c1ccc(-n2c(-c3ccccc3)cc3c2CCCC3)cc1,-12%,-16%[10.9 µM],?,3%
O=C(COc1ccccc1)Nc1ccc2c(c1)nc1n2CCSC1,-15%,-7%,-1.2%,-23%
Cc1ccccc1-n1nnnc1SCC(=O)Nc1ccc(S(=O)(=O)N2CCCC2)cc1,-10%,-16%,-0.7%,6%
CCc1ccc2[nH]c(=O)c(C(c3nnnn3CCOC)N3CCN(c4ccc(F)cc4)CC3)cc2c1 (stereo not drawn),-12%,-16%,?,8%
CC1(C)Cc2ccccc2C(/C(=N/O)C(N)=O)=N1,15%,nt,-1.1%,-3%
CC1CCN(C(=O)CN(C)S(=O)(=O)c2cccc3nsnc23)CC1,-11%,4%,-0.8%,10%
COc1ccccc1-n1c(SCC(=O)O)nnc1-c1ccc(S(=O)(=O)N2CCCCC2)cc1,16%,-2%,0.8%,9%
COc1cc(NS(=O)(=O)c2ccc(NS(=O)(=O)c3ccccc3)cc2)nc(OC)n1,6%,-5%,3.7%,-4%
COc1cc(NC(=O)c2ncn[nH]2)cc(OC)c1OC,0%,-7%,-0.5%,?
Cc1nnc(SCCn2c(N3CC(C)CC(C)C3)nc3c2c(=O)n(C)c(=O)n3C)s1 (stereo not drawn),19%,-9%,1.4%,3%
Clc1ccccc1Cn1nnc2c(Nc3ccccc3)ncnc21,-11%,nt,?,-1%
Cc1cc(C)cc(-n2nnc(C(=O)NCc3ccc(Cl)cc3)c2N)c1,-3%,-11%,3.8%,-7%
Cn1cc(CCCC(=O)NCc2ccccc2Cl)c2ccccc21,-10%,-4%[10.9 µM],?,-1%
COc1ccc(-c2nnc(SCC(=O)NCc3ccc(C)cc3)nc2-c2ccc(OC)c(OC)c2)cc1OC,-19%,20%[10.9 µM],-3.3%,-5%
Cc1ccc(Cl)cc1N1CCN(C(=O)c2cc(S(=O)(=O)N3CCC(C)CC3)cn2C)CC1,-1%,-17%[10.9 µM],-0.6%,0%
CC(C)Sc1nc2c(cnn2-c2ccc(F)cc2)c(=O)[nH]1,2%,-1%,-3.1%,1%
CCOC(=O)COc1ccc(N)cc1CC(NC(C)=O)(C(=O)OCC)C(=O)OCC,-12%,-7%,2.0%,8%
Cc1ccccc1Nc1cc(C(=O)NC2CCCC2)c2ccccc2n1,8%,-9%[10.9 µM],1.3%,-3%
CCCNC(=O)c1cc(-c2ccc(O)cc2)on1,?,0%,?,?
O=C(Cn1nnc2sc3c(c2c1=O)CCCC3)Nc1ccc(F)c(Cl)c1,-26%,1%[10.9 µM],?,-3%
COc1ccccc1-c1nccc(NC2CCNCC2)n1,0%,?,1.1%[11.4 µM],1%
COc1cccc(N2CC(C(=O)NC3CCCCC3)CC2=O)c1 (stereo not drawn),-2%,-6%,0.5%,8%
CCCCCCCSc1nsc(N)n1,-20%,nt,nt,0%
COc1cc(NC(=O)c2cccc(Cl)c2Cl)ccc1NC(=O)c1cc2ccccc2o1,9%,-14%[10.9 µM],?,-2%
CC(C)CC1(C)NC(=O)N(CC(=O)NC(=O)Nc2ccc3c(c2)OCCO3)C1=O (stereo not drawn),16%,-8%,0.4%,-2%
COC(=O)c1ccccc1NC(=O)c1cc2c(s1)-c1ccccc1OC2,-11%,-8%[10.9 µM],?,29%
CCOC(=O)c1cccc(NC(=O)CSc2nnnn2C)c1,1%,nt,1.6%,-2%
COc1cc(NC(=O)CSc2nnc(C)n3c2cc2oc(C)cc23)cc(OC)c1,6%,16%[10.9 µM],?,1%
COC(=O)c1c(NC(=O)CS(=O)(=O)c2ccc(C)cc2)sc2c1CCCCC2,1%,8%[10.9 µM],-1.6%,3%
O=C(NCCCN1CCN(c2cccc(Cl)c2)CC1)c1sc2ncccc2c1-n1cccc1,?,-15%[10.9 µM],?,-8%

# 5 records drawn at random from the list so far:
Structure,p53ts 39C tox,Imprint erasure,IkB sig inh,p53ts 32C tox
COc1ccc(-c2nnc(SCC(=O)NCc3ccc(C)cc3)nc2-c2ccc(OC)c(OC)c2)cc1OC,-19%,20%[10.9 µM],-3.3%,-5%
CC1CCN(C(=O)CN(C)S(=O)(=O)c2cccc3nsnc23)CC1,-11%,4%,-0.8%,10%
CCCCCCCSc1nsc(N)n1,-20%,nt,nt,0%
COc1cccc(N2CC(C(=O)NC3CCCCC3)CC2=O)c1 (stereo not drawn),-2%,-6%,0.5%,8%
Cc1ccc(Cl)cc1N1CCN(C(=O)c2cc(S(=O)(=O)N3CCC(C)CC3)cn2C)CC1,-1%,-17%[10.9 µM],-0.6%,0%

# (further entries)
Structure,p53ts 39C tox,Imprint erasure,IkB sig inh,p53ts 32C tox
CCCC1CC(C)(C(=O)Cn2[nH]c(=O)ccc2=O)OC1=O (stereo not drawn),6%,nt,2.5%,-5%
COc1ccc(OC)c(S(=O)(=O)NCc2cn3cccc(C)c3n2)c1,-1%,-2%,1.8%,-9%
CCCSc1oc(-c2cccs2)nc1S(=O)(=O)c1ccc(Cl)cc1,12%,-6%[10.9 µM],1.4%,4%
O=C(Oc1cccc2c(OC(=O)N3CCCC3)cccc12)N1CCCC1,13%,nt,nt,3%
CN1C(=O)C(O)(CC(=O)c2ccccc2O)c2cc(Br)ccc21 (stereo not drawn),-11%,-24%,?,0%
COc1ccc(-n2ncc(C(=O)Nc3ccc4c(c3)OCO4)c2C2CCN(C(=O)OC(C)(C)C)CC2)cc1,6%,-5%[10.9 µM],?,-6%
COc1cc2[nH]c(=O)n(CCCC(=O)NCc3ccccc3Cl)c(=O)c2cc1OC,-22%,9%[10.9 µM],?,-26%
CCOc1ccc(C(=O)Nc2c3c(nn2-c2ccc(F)cc2)CS(=O)C3)cc1 (stereo not drawn),13%,-5%,0.2%,-4%
CCCn1c(NCc2cc(OC)ccc2OC)nc2ccccc21,18%,-16%,?,-1%
CN1CCN(S(=O)(=O)c2ccc(Cc3ccc(S(=O)(=O)N4CCN(C)CC4)cc3)cc2)CC1,6%,-9%,0.9%,-7%
C=CCc1ccccc1OCc1nc2ccc(C)cc2[nH]1,?,-10%[10.9 µM],?,0%
CCOc1ccc(NC(=O)CSc2nc(-c3cccc(Cl)c3)nc3c2Cc2c(CO)cnc(C)c2O3)cc1,0%,?,-1.2%,8%
CCC(CC)C(=O)Nc1ccc(OCc2cc(=O)n3ccsc3n2)cc1,17%,-8%[10.9 µM],0.0%,-1%
CC(=O)CC(=O)Nc1cccc2c1CCCC2,6%,-2%,2.0%,0%
CCOC(=O)N1CCN(C(=O)CSc2nnc(-c3cc(OC)cc(OC)c3)o2)CC1,0%,-4%,0.6%,4%
COc1ccccc1CCNC(=O)c1cccn1-c1nnc(N2CCCC2)s1,-23%,-7%[10.9 µM],-1.0%,-2%
Cc1cc2c(c(=O)n1Cc1cccnc1)C(Cc1ccccc1)C(C#N)=C(N)O2 (stereo not drawn),4%,-19%,2.5%,10%
Cn1c(=O)cc(OCCCC(=O)N2CCN(c3ccccc3)CC2)c2ccccc21,-17%,-17%,5.0%,0%
COc1ccc(-c2cc(C(F)(F)F)nc(S(=O)(=O)CCCC(=O)Nc3ccccc3C(F)(F)F)n2)cc1OC,5µM*,-29%[10.9 µM],?,?
O=C(O)C1CCCN1c1ncnc2c1oc1ccccc12 (stereo not drawn),7%,7%,-3.3%,-2%
Nc1nc2sc3c(c2cc1C(=O)N1CCOCC1)CCCC3,-15%,-6%,2.3%,?
COc1cccc(CSCC(=O)O)c1,-5%[9.22 µM],-6%[10.9 µM],-0.5%[11.4 µM],0%[9.22 µM]
Cc1ccc2nc(C)cc(OCC(=O)O)c2c1,4%,1%,2.2%,2%
O=C(C(=O)N1CCc2ccccc2C1)c1cn(CC(=O)N2CCCC2)c2ccccc12,29%,nt,nt,8%
CC(=O)N1c2ccc(S(=O)(=O)NCCC(=O)Nc3ccc(C)cc3Br)cc2CC1C (stereo not drawn),1%,-16%[10.9 µM],-2.1%,-5%
Cc1cccc(C)c1NC(=O)c1nc(S(C)(=O)=O)ncc1N(Cc1ccc(F)cc1)Cc1ccco1,-9%,-14%[10.9 µM],?,-1%
O=C(C1CCN(S(=O)(=O)c2cccc3cccnc23)CC1)N1CC=C(c2ccccc2)CC1,-12%,-29%,?,-24%
CCCC[C@@H]1C[C@H]1C(NC(=O)c1ccc(-c2ccccc2)cc1)c1ccc(-c2ccccc2)cc1 (stereo partly drawn),-1%,-15%,nt,3%
COc1ccc(CNC(=O)c2cn(-c3cccc(OC)c3)c(=O)c3ccccc23)cc1,16%,-5%[10.9 µM],1.0%,-5%
CCc1cc2c(SCC(=O)c3ccccc3)ncnc2s1,17%,nt,nt,-15%
Cc1c(C(=O)NCc2ccccc2)oc2ccc(S(=O)(=O)N3CCCC3)cc12,-4%,-23%,-1.0%,-15%
CC(NC(=O)NC1CCCCC1)C(c1cccs1)N1CCN(C)CC1 (stereo not drawn),13%,-3%,-1.0%,-4%
O=C(Nc1ccccc1)c1ccc(Cl)c(S(=O)(=O)Nc2ccccc2)c1,-4%,-15%[10.9 µM],?,-5%
O=C(c1ccc2c(c1)N(Cc1ccccc1Cl)C(=O)c1ccccc1S2)N1CCCC1,17%,-13%[10.9 µM],?,30%[activator]
CC(=O)N1CCc2c(sc3c2c(=O)n(Cc2ccccc2)c(=O)n3Cc2ccccc2F)C1,-12%,-9%[10.9 µM],?,9%
Cn1nnnc1SCC(=O)NC(C)(C)C,7%,0%,0.1%,0%
O=C(NCC(F)(F)F)Nc1ncccn1,7%,-2%,1.8%,3%
COc1ccccc1N1CCN(c2nc3ccc(C)cc3nc2-n2nc(C)cc2C)CC1,-5%,-4%[10.9 µM],?,3%
c1ccc2[nH]c(CSc3ncnc4c3oc3ccccc34)nc2c1,24%,-17%,?,18%
COC(=O)c1c(C)[nH]c(C(=O)CN2CCOCC2)c1C,0%,1%,0.2%,4%
CS(=O)(=O)N(CC(N)=O)Cc1ccc(Cl)cc1,12%,5%,2.2%,0%
CCN(CC)CCNC(=O)c1ccc2c(c1)sc1nc(-c3ccc(F)cc3)cn12,1%,-14%[10.9 µM],-1.2%,5%
Cc1cc(C)cc(NC(=O)Cn2cc(C(=O)c3ccccc3)c(=O)c3ccc(C)nc32)c1,-2%,18%[10.9 µM],0.6%,-6%
CCC1(C)COC2(OC1)C(=O)Nc1ccccc12 (stereo not drawn),10%,-5%,0.2%,12%
COc1ccc2c(C)c(CCC(=O)NCc3ccc(Cl)cc3)c(=O)oc2c1C,-20%,-9%[10.9 µM],-1.9%,5%
CCOC(=O)c1ccc(Nc2ncnc3c2cnn3-c2cccc(Cl)c2)cc1,-30%,-9%[10.9 µM],?,2%
COc1cccc(N2CCN(C(=O)c3ccc4nc(N5CCC(C)CC5)sc4c3)CC2)c1,?,-3%[10.9 µM],?,-4%
CCOc1ccc(NC(=O)Cn2cc(C(=O)c3ccc(F)cc3)c(=O)c3cc4c(cc32)OCCO4)cc1,4%,-5%[10.9 µM],0.7%,3%
COc1ccc(-c2[nH]ncc2-c2cnc(C)s2)c(O)c1,9%,-14%,1.1%,17%
O=C(CSc1nnnn1C1CCCCC1)N1CCCC1,-6%,-9%,-1.8%,-6%
Cc1nn(C)c(C)c1NC(=O)CSc1nc(Cc2ccccc2)nc2c1cnn2-c1ccccc1,9%,-2%,3.6%,-10%
N#Cc1nn(-c2ccccc2)nc1N1CCCCC1,-8%,-7%,-2.4%,1%
O=C(NCCN1CCCCCC1)c1ccc(CS(=O)(=O)c2ccc(Br)cc2)o1,-5%,2%,1.4%,-1%
COc1ccc(NC(=O)c2ccc(NC(=O)CCS(=O)(=O)c3cccs3)cc2)cc1Cl,-16%,-8%[10.9 µM],?,-10%
